# Compound activity: PubChem, several laboratories
# Plk1 PBD FP: blocks phosphopeptide binding to human Plk1 polo box domain. P53350. Plk1 PBD phosphopeptide binding, fluorescence polarization. inhibition, %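 (tested at about 20 µM)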. 97,000 compounds, 0.13% hits; in the data active = inhibition above about 34%, passing the limit was not always enough
# EphB4 antag: blocks human EphB4 binding to ephrin-B2 | 97,000 compounds, 0.15% hits | inhibition, % at 7 µM | AID 720 | EphB4 LBD / TNYL-RAW-Alexa532 peptide, fluorescence polarization | P54760;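 active = inhibition above the screen-wide mean inhibition plus 3 SD, cut at about 15% in these data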;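 also: 0% = DMSO wells and 100% = excess unlabeled TNYL-RAW peptide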
# PTPN22 inh 2: LYP (human) phosphatase inhibition | recombinant LYP catalytic domain, DiFMUP fluorescence | inhibition, % at 2 µM | 96,000 compounds, 0.21% hits | Q9Y2R2;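 active = inhibition at 2 µM at or above a set limit, the screen mean plus 3 SD, cut at about 24% in these data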;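 also: 0% = DMSO with enzyme and 100% = enzyme fully blocked by orthovanadate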
# CYP2C9 inh: blocks human cytochrome P450 2C9 | P11712 | CYP2C9 Supersomes, luciferin-H conversion, luminescence | inhibition, % at 5 µM | 96,000 compounds, 20% hits;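 active = blocking of liver enzyme CYP2C9 beyond about 50% at 5 µM, limit read from the data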; also: values of inactives mirror those of a sister screen read the other way
# Target sequence (P11712 whole entry, looked up): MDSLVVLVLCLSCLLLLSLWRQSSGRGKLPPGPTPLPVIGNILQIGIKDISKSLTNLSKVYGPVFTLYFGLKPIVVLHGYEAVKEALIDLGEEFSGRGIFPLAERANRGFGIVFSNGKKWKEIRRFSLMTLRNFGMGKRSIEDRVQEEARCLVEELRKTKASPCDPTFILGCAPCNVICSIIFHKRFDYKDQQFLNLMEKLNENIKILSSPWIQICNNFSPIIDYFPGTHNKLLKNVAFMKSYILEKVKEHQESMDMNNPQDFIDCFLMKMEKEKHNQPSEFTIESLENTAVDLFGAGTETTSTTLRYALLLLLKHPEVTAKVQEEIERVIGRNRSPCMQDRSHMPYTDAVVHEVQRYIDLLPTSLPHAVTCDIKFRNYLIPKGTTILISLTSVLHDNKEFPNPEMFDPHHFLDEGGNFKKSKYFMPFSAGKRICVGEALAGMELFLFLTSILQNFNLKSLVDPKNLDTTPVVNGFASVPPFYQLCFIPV
# CYP2C9 act: increases human cytochrome P450 2C9 activity; AID 1024; activation factor at 5 µM; P11712; recombinant CYP2C9, luciferin-H conversion, luminescence; active compounds read high; factor 1 = untreated enzyme, 0 = blocked; 96,000 compounds, 1.4% hits;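 active = activation factor of 2 or more for CYP2C9 at a 5 µM dose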;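 also: 0 = sulfaphenazole-blocked wells and 1 = vehicle-only wells; values of inactives mirror those of a sister screen read the other way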
# HIV Rev-RRE inh: inhibitors of HIV-1 Rev-RRE RNA interaction; Rev peptide-RRE RNA binding, FRET; inhibition, % at 8 µM; 97,000 compounds, 0.79% hits;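 active = inhibition above the screen-wide mean plus 3 SD, cut at about 35% in these data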;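 also: 0% = median DMSO wells and 100% = median Neomycin B control wells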
# Target sequence (P05866 whole entry, looked up): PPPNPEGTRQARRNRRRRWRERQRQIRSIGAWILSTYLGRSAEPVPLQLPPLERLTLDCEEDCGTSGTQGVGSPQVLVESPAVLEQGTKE
#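 Probe or stimulus: fluorescein-Rev peptide as binding partner; assay system: Cy5-tagged RRE RNA duplex with fluorescein-tagged Rev peptide; timing: 5 min compound–RNA preincubation, then 15 min with peptide, 25 °C; medium: HEPES pH 7.5 buffer with KCl, MgCl2, NaCl and EDTA; signal: fluorescein-to-Cy5 FRET, 480 nm excitation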
# Calb biofilm kill: kills Candida albicans biofilms; C. albicans biofilm + clotrimazole, Alamar Blue; inhibition, % at 6 µM; 85,000 compounds, 0.14% hits; AID 834;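 active = inhibition above 20%; inactive = inhibition below 20%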;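 also: preformed 24 hr biofilms exposed to compound for 48 hr; 0% = biofilm without compound and 100% = blank killed by clotrimazole plus chlorhexidine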
# PLK1 kinase inh: PLK1 (human) kinase inhibition. P53350. recombinant PLK1 kinase, TR-FRET peptide phosphorylation. inhibition, % at 10 µM. 97,000 compounds, 0.53% hits. AID 619;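 active = inhibition of 50% or more in the single-concentration screen; inactive = inhibition below 50%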;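 also: 0% = DMSO max control and 100% = H-89 dihydrochloride min control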
# LYP act: activators of human LYP (PTPN22) phosphatase; recombinant LYP, DiFMUP fluorescence; 0 = plate median, 100 = signal doubled; activation, % at 2 µM; 96,000 compounds, 0.11% hits; AID 697;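 active = activation at 2 µM above a set limit, the mean plus 5 SD, cut at about 37% in these data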
# Numbers without * were called inactive; . = no result given.
SMILES,Plk1 PBD FP,EphB4 antag,PTPN22 inh 2,CYP2C9 inh,CYP2C9 act,HIV Rev-RRE inh,Calb biofilm kill,PLK1 kinase inh,LYP act
COc1ccccc1OCC(=O)Nc1cccc(N(C)S(C)(=O)=O)c1,10,1,0,47,0.5,5,3,-6,-1
O=C(Nc1ccccc1Sc1ccccc1)C1CCCO1 (stereo not drawn),11,6,3,25,0.8,4,0,-15,-4
Cc1cc(C)n(C(=O)CCN2C(=O)c3ccccc3C2=O)n1,7,-4,-2,-24,1.2,4,.,-13,-1
Cc1cccc2cc3c(N)c(C#N)sc3nc12,-21,-8,-8,-10,1.1,35,.,-9,6
CCOC(=O)c1c(NC(=O)c2ccnn2C)sc(C)c1C,-12,3,-5,.,.,6,6,-13,4
COC(=O)COc1ccc(S(=O)(=O)Nc2ccccc2C(=O)OC)cc1,-29,4,-6,-102,2*,4,3,-12,7
COc1ccc(S(=O)(=O)N2CCC(N3CCCCC3)CC2)cc1,-28,-4,-7,-7,1.1,6,4,6,5
O=c1[nH]c(SCC2CCCCO2)nc2ccccc12 (stereo not drawn),-13,3,1,.,.,5,6,-13,1
Cn1c(NC(=O)c2cc(Cl)ccc2Cl)cc(=O)n(C)c1=O,9,5,-4,16,0.8,3,3,0,2
Cc1ccc(S(=O)(=O)NCC(=O)N(CC(=O)NCc2ccco2)Cc2ccc3c(c2)OCO3)cc1,2,-13,13,28,0.7,4,4,-9,-13
O=C1c2ccccc2C(=O)N1CCc1nc2ccccc2c(=O)n1CCCn1ccnc1,18,-1,-4,80*,0.2,1,7,-12,4
Cc1cc(N2CCOCC2)nc(SCc2ccc(Cl)cc2Cl)n1,10,-12,4,64*,0.4,13,.,5,1
COc1ccc(Cn2c(SCc3ccc(C)cc3)nc3cc(OC)c(OC)cc3c2=N)cc1Cl,-14,8,13,69*,0.3,3,.,-5,-15
O=C(NCc1cccnc1)c1cc(-c2ccccc2)on1,-2,-1,-15,25,0.8,4,3,-10,11
Cc1ccc(S(=O)(=O)N(CC(=O)N/N=C/c2cccc3c2OCCO3)c2ccccc2F)cc1,8,-6,19,94*,0.1,-3,.,-8,-18
CCN(C(C)=O)c1nc(CSc2nnc(NC(C)C)s2)cs1,-7,0,5,13,0.9,3,4,-15,-6
Cc1c(NC(=O)C2C3C=CC(C3)C2C(=O)O)c(=O)n(-c2ccccc2)n1C (stereo not drawn),-2,-3,-14,11,0.9,10,0,-10,13
CCOC(=O)Cc1csc(SCc2nc3ccccc3c(=O)[nH]2)n1,9,-11,1,73*,0.3,0,0,-9,-3
c1ccc(-c2ccn3nnnc3n2)cc1,20,-3,5,.,.,2,2,-3,1
CC(C)OCCCNC(=O)C1CCC(=O)N1C1CCCC1 (stereo not drawn),2,2,-3,-6,1.1,6,7,-13,2
Cn1ncc(N=Cc2ccc([N+](=O)[O-])cc2)c1C(=O)N1CCOCC1,-6,1,-2,-33,1.3,4,4,-24,-1
C=CCc1c(C)nc(C)nc1N/N=C/c1ccc(F)cc1,-9,0,9,12,0.9,2,8,-1,-7
COC(=O)CSc1nnc(-c2ccc3c(c2)OCO3)n1C,22,3,8,6,0.9,4,6,-2,-4
CCOC(=O)c1c(NC(=O)C(C)N2CCN(C(=O)c3ccco3)CC2)sc2c1CCCC2 (stereo not drawn),6,5,5,100*,0,4,.,-8,-6
COc1cc(/C=N/N=C(/N)c2nonc2N)cc(Br)c1OCc1ccccc1C,8,0,11,33,0.7,10,0,-1,-11
SMILES,Plk1 PBD FP,EphB4 antag,PTPN22 inh 2,CYP2C9 inh,CYP2C9 act,HIV Rev-RRE inh,Calb biofilm kill,PLK1 kinase inh,LYP act
COc1ccc(C2C(C(=O)N3CCC(C)CC3)c3ccccc3C(=O)N2C)cc1 (stereo not drawn),-5,3,-2,.,.,1,4,-14,2
O=C(COC(=O)c1ccccn1)NC12CC3CC(CC(C3)C1)C2,-4,-1,-1,22,0.8,4,5,-8,2
Cc1ccc(S(=O)(=O)NNC(=O)c2cnn(-c3ccccc3)c2-n2cccc2)cc1,8,5,0,0,1,11,.,-6,1
O=C(Nc1c(Cl)cc(Cl)cc1C(=O)NCc1cccnc1)c1ccc(Cl)cc1Cl,57*,-10,3,5,1,1,.,-8,2
CC1CCCCN1C(=O)N[C@@H](Cc1ccccc1)C(=O)O (stereo partly drawn),-24,1,-3,0,1,4,7,-8,0
COc1ccc(C(=O)OCCN=C2NS(=O)(=O)c3ccccc32)cc1OC,12,-3,0,49,0.5,7,7,10,-1
Cc1ccc2nsnc2c1S(=O)(=O)N1CCOCC1,-18,0,-6,0,1,1,1,-6,4
COc1ccc(CCNC(=O)c2cc3sc(Cl)cc3n2C)cc1OC,2,2,-2,74*,0.3,15,6,-8,1
CCOC(=O)c1[nH]c(C)c(C(=O)Nc2ccc3c(c2)OCCO3)c1C,-16,0,-2,21,0.8,2,0,-17,0
CCC(C)NC(=O)Cn1c(=O)n(CCCCC(=O)NCc2ccco2)c(=O)c2ccccc21 (stereo not drawn),1,-4,-2,27,0.7,1,9,-1,-1
CN1CCN(c2ccccc2NC(=O)COc2ccccc2)CC1,-3,0,0,-3,1,2,6,-8,-1
COc1cc(C)c(S(=O)(=O)n2ccc(C)n2)cc1C,2,-2,-9,-65,1.6,6,8,-14,8
Cc1ccc(C(=O)Nc2cccnc2)cc1S(=O)(=O)N1CCOCC1,4,-2,2,36,0.6,1,5,-4,-1
Cc1ccc(NC(=O)CN(C)C(=O)CSc2nc3ccccc3c(=O)n2Cc2ccco2)cc1,2,4,1,79*,0.2,6,3,-9,2
O=C(Cc1cn2ccsc2n1)Nc1ccccn1,10,7,-14,-1,1,5,-4,-3,10
O=C1NC(c2ccccc2)=C(c2nc3ccccc3s2)C(c2ccccc2)N1 (stereo not drawn),-2,-1,2,91*,0.1,5,.,-19,0
C=C(C)CSc1nnc2[nH]c(=O)cc(N)n12,-2,6,9,.,.,8,-2,-6,-6
Cc1ccc2nc3sc(-c4nnc(-c5ccccc5[N+](=O)[O-])o4)c(N)c3cc2c1,-22,-11,19,1,1,11,.,-1,-14
CSc1ccc(S(=O)(=O)NC2CCCCC2)cc1,4,-1,-7,18,0.8,1,7,-13,6
O=C(Nc1cccc(F)c1)c1cccnc1N1CCOCC1,-4,1,-1,11,0.9,3,6,-8,0
COCc1cc(C)nc(SCC(=O)Nc2cccc(C)c2C)c1C#N,-7,4,-1,-7,1.1,6,3,-5,2
Cc1ccc(-n2c(COc3c(C)cccc3C)nnc2SCC(=O)Nc2nccs2)cc1,-32,0,7,44,0.6,10,4,-5,-6
CC1(c2ccccc2)CC(C)(C)N2C(=O)C3(C(C#N)=C(N)Oc4cc(O)ccc43)c3cccc1c32 (stereo not drawn),-5,3,-18,8,0.9,11,5,-3,22
Nc1nonc1C(=O)NC(c1ccccc1)c1ccccc1,14,3,4,78*,0.2,3,6,-14,-3
Cc1nc2ccccc2n1S(=O)(=O)N(C)C,-4,8,-5,20,0.8,7,1,-1,3
SMILES,Plk1 PBD FP,EphB4 antag,PTPN22 inh 2,CYP2C9 inh,CYP2C9 act,HIV Rev-RRE inh,Calb biofilm kill,PLK1 kinase inh,LYP act
CCOC(=O)C1CCCCN1Cc1cccc(C(F)(F)F)c1 (stereo not drawn),-4,-5,1,18,0.8,4,3,-4,1
Cn1c(NC(=O)CCC2CCCCC2)cc(=O)n(C)c1=O,-17,-5,10,67*,0.3,12,7,-6,-10
O=CN1CCN(C(=O)c2ccccc2F)CC1,3,5,-12,-19,1.2,3,11,-6,9
O=C(CCSc1nnc(-c2ccncc2)o1)Nc1cccc2ccccc12,-1,7,-4,.,.,-1,4,10,4
Cc1cccc(NC(=O)CSc2nnc(-c3ccco3)c(-c3ccco3)n2)c1C,-14,10,-4,.,.,2,3,-3,7
CC1(C)CC2CC(C)(CN2C(=O)COC(=O)c2ccc(Cl)c(N)c2)C1 (stereo not drawn),9,0,3,4,1,3,6,-12,-2
Cc1cc(N2CCN(c3ccccc3)CC2)nc(-c2ccccc2O)n1,-39,2,-6,7,0.9,2,6,-10,2
COCCCNc1oc(-c2ccccc2F)nc1C#N,-9,-4,-3,58*,0.4,-7,2,-11,2
Cc1nn(-c2ccccc2)c2[nH]c(=O)c(CNc3ccc4c(c3)OCCO4)cc12,28,-5,4,61*,0.4,-1,7,-21,-7
Cc1[nH]nc(N=CC2=C(O)CC(C)(C)CC2=O)c1-c1ccc(Cl)cc1,-28,5,-8,33,0.7,20,0,-7,4
CCCCn1c(SCC(N)=O)nnc1-c1ccco1,-12,6,4,13,0.9,8,-5,-13,-4
COc1cc(C(=O)Nc2ccccc2-c2nnn(CC(N)=O)n2)cc(OC)c1OC,11,-5,-16,78*,0.2,0,.,-15,15
CC(NC(=O)Nc1ccccc1)c1ccccc1 (stereo not drawn),1,2,-5,7,0.9,5,5,-13,3
CC1CCc2c(sc3c2C2=NS(=O)(=O)CCN2C=N3)C1 (stereo not drawn),-3,10,-1,7,0.9,5,6,19,3
